Bim-Bcl-W = inhibitors of Bim binding to Bcl-W, primary screen, biochemical, multiplexed, bead-based flow cytometry. Bim peptide-Bcl-W binding. AID 952, 2007. hit rate 0.02% among 190,000. inhibition, % at 10 µM. Bcl-2-like protein 2 (Homo sapiens), Q92843;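 also: 0% = bound tracer without compound and 100% = peptide blocker; higher means less fluorescent Bim peptide bound to Bcl-W beads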
ABCB1 block = ABCB1 efflux pump inhibitors, primary screen, cell-based, multiplex, flow cytometry, ABCG2 counter-screen; ATP-dependent translocase ABCB1 (Homo sapiens), P08183; CCRF-Adr cells, JC-1 efflux; inhibition, % at 6.6 µM; hit rate 0.067% among 190,000; AID 1326, 2008; in the data active = inhibition above about 40%;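 also: 0% = vehicle and 100% = reference inhibitor; higher value means more JC-1 retained so stronger ABCB1 efflux block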
Bim-Bcl-B = inhibitors of Bim-Bcl-B binding, primary screen, biochemical, multiplexed, human Bcl-2 family | Bcl-2-like protein 10 (Homo sapiens), Q9HD36 | bead-based flow cytometry, Bim peptide-Bcl-B binding | inhibition, % at 10 µM | hit rate 0.073% among 190,000 | AID 951, 2007;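 also: 0% = tracer peptide without compound and 100% = reference inhibitor peptide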
Bcl-XL Bim block = inhibitors of Bim-Bcl-XL binding, primary screen, biochemical, multiplexed, bead flow cytometry, human Bcl-XL; Bim peptide-Bcl-XL binding, fluorescence; inhibition, % at 10 µM; hit rate 0.04% among 190,000; AID 1007, 2008
RGS7-Gao = RGS7-Galphao binding modulators, primary screen, biochemical, multiplexed bead flow cytometry; Guanine nucleotide-binding protein G(o) subunit alpha (Homo sapiens), P09471; actives lie on both sides; binding response (% of control), % at 10 µM; hit rate 0.35% among 220,000; in the data active = binding response below about 49% or above about 150%; inconclusive = no clear call, values can overlap the other calls; inactive = in between;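 also: fluorescent Galphao held in activated GDP-AlF4 state binding bead-coupled RGS7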
Target sequence (P09471 whole entry, looked up): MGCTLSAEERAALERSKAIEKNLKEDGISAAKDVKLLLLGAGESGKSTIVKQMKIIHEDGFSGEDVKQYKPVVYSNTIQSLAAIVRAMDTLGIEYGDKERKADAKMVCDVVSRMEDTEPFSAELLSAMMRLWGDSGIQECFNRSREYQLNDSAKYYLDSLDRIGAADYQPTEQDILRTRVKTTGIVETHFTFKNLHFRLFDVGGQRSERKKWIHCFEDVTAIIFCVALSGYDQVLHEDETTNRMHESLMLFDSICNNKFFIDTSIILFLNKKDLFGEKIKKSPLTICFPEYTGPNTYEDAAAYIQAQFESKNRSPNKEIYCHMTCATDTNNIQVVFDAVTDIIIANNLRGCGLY
Bfl-1 Bim block = inhibitors of Bim binding to Bfl-1, primary screen, biochemical, multiplexed, bead-based flow cytometry; hit rate 0.12% among 190,000; AID 1008, 2008; inhibition, % at 10 µM; Bim-Bfl-1 binding inhibition; Bcl-2-related protein A1 (Homo sapiens), Q16548;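 also: 0% = wells without compound plus tracer and 100% = blocker peptide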
RGS8-Gao = RGS8-Galphao binding modulators, primary screen, biochemical, multiplexed bead flow cytometry; Guanine nucleotide-binding protein G(o) subunit alpha (Homo sapiens), P09471; actives lie on both sides; response (percent of control binding), % at 10 µM; hit rate 0.34% among 220,000; in the data active = response below about 60% or above about 140%; inactive = in between;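 also: Galphao activated as the GDP aluminium fluoride complex binding bead-coupled RGS8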
ABCG2 block = ABCG2 efflux pump inhibitors, primary screen, multiplex with ABCB1, IgMXP3 cells, flow cytometry. Broad substrate specificity ATP-binding cassette transporter ABCG2 (Homo sapiens), Q9UNQ0. JC-1 efflux. inhibition, % at 6.6 µM. hit rate 0.1% among 190,000. AID 1325, 2008;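 active = inhibition above 80%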;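 also: 0% = DMSO and 100% = nicardipine control wells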
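Incubation: cells with compound and JC-1, 10 min at 25 °C, rotating, no wash / Test system: IgMXP3 (ABCG2) plus far-red-tagged CCRF-Adr (ABCB1) cells / Compound dosing: one concentration, 6.6 µM final / Also added: JC-1 fluorescent substrate / Evaluation: efflux inhibition in percent versus controls / Detection: flow cytometry, 530 nm JC-1 signal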
Mcl-1 Bim block = inhibitors of Bim peptide binding to Mcl-1, primary screen, biochemical, bead-based flow cytometry, multiplex | Induced myeloid leukemia cell differentiation protein Mcl-1 (Homo sapiens), Q07820 | Bim peptide-Mcl-1 binding | inhibition, % at 10 µM | hit rate 0.1% among 190,000 | AID 1009, 2008;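 also: 0% = no compound tracer wells and 100% = peptide blocker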
Target sequence (Q07820 whole entry, looked up): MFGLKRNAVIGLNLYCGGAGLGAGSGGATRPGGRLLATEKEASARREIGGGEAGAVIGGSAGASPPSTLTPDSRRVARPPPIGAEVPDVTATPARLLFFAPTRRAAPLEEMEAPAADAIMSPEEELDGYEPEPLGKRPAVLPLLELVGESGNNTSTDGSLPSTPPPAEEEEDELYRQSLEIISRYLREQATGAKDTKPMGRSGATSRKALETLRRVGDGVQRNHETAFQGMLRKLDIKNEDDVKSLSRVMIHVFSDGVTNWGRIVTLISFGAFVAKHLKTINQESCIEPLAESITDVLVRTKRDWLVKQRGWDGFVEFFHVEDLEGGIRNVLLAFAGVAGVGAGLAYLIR
RGS4-Gao reg = modulators of RGS4 binding to Galphao, primary screen, biochemical, multiplexed bead flow cytometry; binding response (% of control), % at 10 µM; actives lie on both sides; Guanine nucleotide-binding protein G(o) subunit alpha (Homo sapiens), P09471; hit rate 0.33% among 220,000; in the data active = binding response below about 49% or above about 150%; inactive = in between;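 also: fluorescent Galphao activated with aluminum fluoride binding bead-coupled RGS4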
Bcl-2 Bim block = inhibitors of Bim-Bcl-2 binding, primary screen, biochemical, multiplexed, human Bcl-2 family; inhibition, % at 10 µM; Bead-based flow cytometry, Bim peptide-Bcl-2 binding; Apoptosis regulator Bcl-2 (Homo sapiens), P10415; AID 950, 2007; hit rate 0.06% among 190,000; in the data active = inhibition above about 40%; inconclusive = no clear call, values can overlap the other calls;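 also: 0% = no compound wells with probe peptide and 100% = reference peptide inhibitor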
Target sequence (P10415 whole entry, looked up): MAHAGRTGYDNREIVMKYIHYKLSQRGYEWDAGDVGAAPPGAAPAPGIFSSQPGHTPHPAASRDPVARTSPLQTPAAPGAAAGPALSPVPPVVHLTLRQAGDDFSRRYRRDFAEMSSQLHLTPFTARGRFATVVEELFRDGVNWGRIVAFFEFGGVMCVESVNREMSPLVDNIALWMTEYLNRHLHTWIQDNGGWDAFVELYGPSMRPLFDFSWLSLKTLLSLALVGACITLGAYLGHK
The depositor's hits bear a star; ? = inconclusive; · = not tested or not shown. Rule as the data show it, unless noted: active = inhibition above about 40%.

SMILES	Bim-Bcl-W	ABCB1 block	Bim-Bcl-B	Bcl-XL Bim block	RGS7-Gao	Bfl-1 Bim block	RGS8-Gao	ABCG2 block	Mcl-1 Bim block	RGS4-Gao reg	Bcl-2 Bim block
N#C/C(=N\Nc1ccccc1Cl)C(=O)c1ccccc1	-4	-0.1	-3	0	99	-3	97	0	-3	100	-7
Fc1ccc(CNn2cnnc2SCc2ccc(F)cc2)cc1	0	0.0	-2	0	101	0	104	-1	0	105	3
O=C(O)c1cc(-c2cccnc2)nc2ccc(Br)cc12	0	-0.1	0	-1	96	-4	99	-2	-1	101	-4
COc1ccccc1NC=C1C(=O)OC2(CCCCC2)OC1=O	1	0.9	-11	-1	99	-13	100	3	0	104	-8
CC(C)(C)C1CCC(=NNC(=O)C(=O)NCc2ccco2)CC1 (stereo not drawn)	0	-0.2	0	2	96	1	101	1	2	98	2
Cc1cc(C)nc(SCC(=O)NNC(=O)c2ccccc2C)n1	0	1.0	-4	-1	100	0	100	4	0	101	3
COc1ccccc1-c1cc(C(F)(F)F)nc(S(C)(=O)=O)n1	·	0.7	·	·	101	·	104	3	·	102	?
O=C(COC(=O)c1ccccn1)NCc1ccccc1Cl	-1	-0.1	0	0	105	0	108	0	-1	98	-1
N#CCC(=O)NC(=O)NCC1CC1	-1	-0.3	-4	-4	102	-2	103	0	-3	101	-4
CCCNC(=S)Nc1ccc(Cl)cc1Cl	-5	0.2	-8	-8	96	-13	101	6	-3	99	-7
O=C1c2ccccc2C(=O)N1CN(C(=O)COc1ccccc1)c1ccc(F)cc1	4	1.0	5	3	102	-5	96	5	1	105	-1
Cc1ccccc1NC(=S)NC(NC(=O)N(C)C)C(Cl)(Cl)Cl (stereo not drawn)	-2	0.0	-6	0	100	-1	97	0	-1	99	-3
CCOc1ccc2nc3sc(C(=O)N4CCOCC4)c(N)c3cc2c1	-1	0.0	-8	-4	99	-3	98	1	0	99	-6
CCOC(=O)CCc1c(C)nc(SCCN2CCCC2)c(C#N)c1C	4	0.2	-7	-3	104	-11	106	1	3	105	-5
COC(=O)C1=C(C)N=C2SC(C#N)=C(N)N2C1c1ccc(OC)cc1 (stereo not drawn)	-4	1.1	-8	-5	111	-2	100	4	-4	110	-3
COc1ccc(S(=O)(=O)N2CCOC2CNC(=O)C(=O)NCCc2c[nH]c3ccccc23)cc1C (stereo not drawn)	1	0.2	-4	-3	97	-1	101	3	-1	90	-2
O=C(OCC(=O)c1cccs1)c1ccc(NC(=O)c2ccco2)cc1	-3	2.4	-11	-10	99	-21	101	25	-6	98	-10
COc1ccccc1C(=O)NC(=S)/C=C1/N(C)c2ccccc2C1(C)C	1	-0.3	-11	-2	102	3	102	-1	-3	104	2
CCSc1nc2ccccc2n1CCOc1ccccc1	1	0.3	0	7	104	6	99	2	3	104	11
O=C(NCCc1ccccc1)C1CCN(C(=O)c2ccc([N+](=O)[O-])cc2)CC1	7	-0.1	0	3	101	7	100	-1	-5	103	0
CC(C)C(=O)Nc1nnc(SCC(=O)NCc2cccs2)s1	0	0.5	0	2	98	-3	100	8	-1	97	0
CCOC(=O)/C(C#N)=C\c1ccc(N2CCN(C)CC2)cc1	1	1.0	-9	-5	107	-11	103	6	-2	100	-9
O=C(c1ccccc1)N1CC(COc2ccccc2)OC(c2cccnc2)O1 (stereo not drawn)	-2	0.7	-8	-4	119	-8	102	2	-1	103	-5
CCC(=O)N1N=C(c2ccc(NS(C)(=O)=O)cc2)CC1c1ccc(N(C)C)cc1 (stereo not drawn)	-2	0.6	-4	-5	100	-4	100	1	-1	101	-4
O=C(Nc1ccccc1)C1=C[C@H](c2csc3ccccc23)C[C@H](OCc2ccc(CO)cc2)O1	-2	3.0	-4	-2	104	-3	99	8	-2	102	-8
(listing goes on)
SMILES	Bim-Bcl-W	ABCB1 block	Bim-Bcl-B	Bcl-XL Bim block	RGS7-Gao	Bfl-1 Bim block	RGS8-Gao	ABCG2 block	Mcl-1 Bim block	RGS4-Gao reg	Bcl-2 Bim block
CC(C)(C)c1ccc(C(=O)NC(=S)Nc2nc3c(s2)CCCC3)cc1	0	-0.1	0	-3	96	1	101	1	0	99	4
CN(C)c1ccc(C(=S)N2CCCCCC2)cc1	-2	1.1	-12	-6	106	4	101	3	0	92	1
CC12CCC(C(=O)Nc3cc(Cl)ccc3Cl)(C(Br)C1=O)C2(C)C (stereo not drawn)	0	0.5	-3	-3	99	0	104	3	-3	100	0
O=C(C/C=N/OCc1ccccc1F)c1cnc(-c2ccc(Cl)cc2)s1	0	0.4	4	2	100	0	98	1	1	101	-3
CCCN1C(=S)SC(C)(C)C1/[N+]([O-])=C/c1cccnc1 (stereo not drawn)	0	0.3	-10	-3	109	-15	107	1	1	110	-9
COc1ccc(C)cc1NC(=O)CCN1CC(C)OC(C)C1 (stereo not drawn)	-3	0.4	-4	-1	98	-3	102	2	0	99	0
N#CC(Cc1ccc(OC(F)F)cc1)c1nc2ccccc2[nH]1 (stereo not drawn)	-4	0.3	-2	-6	106	-5	103	9	-9	104	-7
O=C1CN=C(Nc2cccc(C(F)(F)F)c2)N1C1CCCC1	0	1.8	-7	-28	106	-11	104	5	-3	104	-7
CC(C)CCNC(=O)NC(=O)COc1ccccc1C#N	-4	0.2	-12	-14	87	-15	96	8	-4	92	-6
Cc1noc(C)c1C(=O)N(CC(=O)NC1CCCC1)Cc1ccccc1F	0	0.1	-8	1	96	-10	98	1	-2	94	-7
CCOc1ccc2[nH]c(O)c(NC(C)=O)c2c1	-1	0.0	4	-1	96	2	95	1	0	95	0
Cc1cccc(N2CCN(C(=O)CS(=O)(=O)Cc3nc(-c4ccccc4F)oc3C)CC2C)c1 (stereo not drawn)	0	2.8	-4	-2	90	-9	95	0	1	91	-9
Cn1c2ccccc2c2c(C(=O)NCC3CCCO3)cn(C3CCCC3)c(=O)c21 (stereo not drawn)	0	0.1	-2	0	100	0	97	-1	-1	98	-3
CCOC(=O)c1oc2ccc(S(=O)(=O)n3nc(-c4ccccc4)cc3N)cc2c1C	1	0.9	4	-5	103	-14	101	-1	0	99	-9
O=C(O)CSCC(=O)c1ccccc1	-1	-0.1	0	0	93	-1	96	1	0	97	0
Cc1cc(C2=NNC(=Nc3ccccc3)SC2)c(C)n1C	1	0.5	-5	0	96	0	94	2	-1	94	-2
Cc1cccc(NC(=O)c2csnn2)n1	-3	-0.3	0	-1	101	-7	104	2	-2	105	-4
COc1ccc(OC)c(NC(=O)c2cccnc2Sc2ccccc2)c1	-4	0.5	-1	-2	104	-2	94	8	-1	103	-3
CC(=O)Nc1ccc(C(=O)c2ccccc2)cc1	0	0.1	2	0	101	-1	101	1	-2	100	0
O=C1NC(=O)/C(=C\c2ccc(OCc3cccc([N+](=O)[O-])c3)cc2)N1	-4	0.7	-3	-2	94	-7	97	7	-2	96	-5
Cc1ccc(NC(=O)Cn2c(O)c(N=NC(=O)c3cc4ccccc4cc3O)c3ccccc32)cc1	5	-0.8	21	3	101	13	103	-4	5	98	22
Cc1cccc(C(=O)NNC(=O)CN2C(=O)c3ccccc3C2=O)c1	-2	-1.1	2	-1	101	5	115	-10	-4	104	0
O=c1c([N+](=O)[O-])cccn1Cc1cccc(Cl)c1	-3	0.0	-8	-2	102	-3	101	14	-3	104	-2
CCOC(=O)C1CCCN(S(=O)(=O)c2cc(Br)cc3c2N(C(=O)C2CC2)CC3)C1 (stereo not drawn)	2	1.4	-1	-2	104	-7	98	8	0	102	-3
O=C1COc2ccc(C(=O)NCc3ccc4c(c3)OCO4)cc2N1	-1	0.3	-5	0	102	-3	101	3	-3	99	-1
Additional entries.
SMILES	Bim-Bcl-W	ABCB1 block	Bim-Bcl-B	Bcl-XL Bim block	RGS7-Gao	Bfl-1 Bim block	RGS8-Gao	ABCG2 block	Mcl-1 Bim block	RGS4-Gao reg	Bcl-2 Bim block
COC(=O)c1ccc(C)c(NS(=O)(=O)c2ccc(NC(C)=O)cc2)c1	2	0.0	-2	0	102	-6	100	1	3	108	-1
O=C(Nc1nnc(C2CC2)s1)C1Cc2ccccc2CN1S(=O)(=O)c1ccccc1F (stereo not drawn)	9	0.3	·	13	94	·	98	1	33	89	77*
CCC(=O)NC(=S)NNC(=O)c1ccc(OC)cc1	-2	0.3	0	0	97	-3	98	2	0	97	2
O=C(C1=C[C@H](c2ccc(C(F)(F)F)cc2)C[C@H](OCc2ccc(CO)cc2)O1)N1CCN(Cc2ccccc2)CC1	2	1.0	-2	0	100	-6	101	3	-1	101	-1
CCC1CCCCN1C(=O)CCc1nnc(C2CCCCC2)o1 (stereo not drawn)	4	0.5	-1	0	104	-4	104	1	2	104	-1
CCc1cccc(NC(=O)Cc2ccc([N+](=O)[O-])cc2)c1	-4	3.5	-7	-9	105	-2	109	14	-2	104	-3
CCn1c(-c2csc(-c3ccc(Cl)cc3)n2)n[nH]c1=S	1	-0.1	-2	-4	101	-2	96	0	0	96	-2
COc1cc(OC)cc(-n2nnnc2SCC(=O)NCCc2ccc(OC)c(OC)c2)c1	-2	1.6	-5	-4	98	-5	101	7	-2	99	-3
CC(C)=CCC/C(C)=C/C=N/NC(=O)c1ccc([N+](=O)[O-])cc1	-1	0.4	0	-1	108	3	101	5	-2	102	4
c1ccc(Cn2nnnc2C(c2cccs2)N2CCCCCC2)cc1 (stereo not drawn)	0	1.7	-6	-9	103	-21	102	14	-4	107	-12
Oc1ccc(/C=N/Nc2ncc(Br)cn2)c(O)c1	3	-1.1	4	2	101	1	108	49	-3	99	2
O=C(Nc1nccs1)C(=O)c1c[nH]c2ccccc12	-4	0.2	-8	-7	103	-10	107	3	-2	103	-7
COc1ccc(Oc2nc3c(c(=O)n(C)c(=O)n3C)n2Cc2ccccc2)cc1	-1	1.8	-9	-3	99	-12	101	9	-1	101	-10
COC(=O)c1ccc(NCCC(=O)O)cc1	0	0.1	-2	0	93	1	99	3	-4	96	2

Bioassay records as filed in PubChem.
